# Compound activity (PubChem BioAssay)
# Bcl-B TR3 displacers – displacers of TR3 peptide from Bcl-B, primary screen, selectivity assay for Bfl-1 inhibitor project, biochemical, fluorescence polarization | AID 748 | 96,000 compounds, 0.11% hits | FP displacement of FITC-TR3 peptide from Bcl-B; higher % means a stronger effect | displacement, % at 20 µM; hits with a dose series show IC50 in µM;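 active = displacement above 50% at 20 µM plus a fluorescence interference ratio under 1.5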;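 also: plate controls were wells without compound for no effect and wells lacking Bcl-B protein for full effect; a part of the inactive calls stands beside numbers as strong as those of hits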
# PLAP inhibitors HTS – PLAP enzyme inhibitors, biochemical, luminescence, HTS (AID 690); purified PLAP, luminescent substrate; higher % means a stronger effect; inhibition, % at 20 µM; hits with a dose series show IC50 in µM; 96,000 compounds, 0.08% hits; in the data active = a potency from the dose series; inactive = the rest, 99 in 100 with inhibition below about 30%; also: strong numbers were not always called active
# IL1B NFkB pot – enhances IL-1B driven NFkB nuclear translocation; HUVEC IL-1B NFkB p65 nuclear translocation imaging; activation, % at 2 µM; 94,000 compounds, 0.3% hits; AID 819;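 active = activation above 40%, about the mean plus 3 SD, also judged a hit on visual image review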;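 also: percent activation is computed from the nuclear over cytoplasmic p65 intensity ratio; values of inactives mirror those of a sister screen read the other way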
# IL1B NFkB inh – blocks IL-1B driven NFkB nuclear translocation in HUVEC cells; HUVEC IL-1B NFkB p65 nuclear translocation imaging; inhibition, % at 2 µM; 94,000 compounds, 0.43% hits; AID 796;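 active = inhibition above about 30% together with a positive call from visual inspection of the well image, limit read from the data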;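 also: nuclear over cytoplasmic p65 intensity ratio measured by imaging; 0% = IL-1B stimulated DMSO wells and 100% = unstimulated DMSO wells; values of inactives mirror those of a sister screen read the other way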
# MRP reversal – compounds reversing MRP-mediated drug resistance | H69AR cells + 2 uM doxorubicin, CellTiter-Glo, 72 h | differential viability (reversal), % at 10 µM | 85,000 compounds, 0.04% hits;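 active = viability drop by adding the cancer drug above about 55%, with treated viability meeting a 40% cutoff, limit read from the data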;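 also: viability without doxorubicin minus viability with 2 µM doxorubicin for each compound; larger differential means the compound sensitizes cells more to doxorubicin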
# MRP reversal cytotoxicity – further read-out of MRP reversal, marked with its call; viability, %; H69AR cells, CellTiter-Glo, 72 h; measured here: cytotoxicity without doxorubicin
# MRP reversal with doxorubicin – second read-out of MRP reversal, no call of its own (marks repeat the call); viability, %; measured here: viability with 2 uM doxorubicin; active compounds read low
# IL1B NFkB inh cell count 2 µM – also measured in IL1B NFkB inh; calls as there; cell count; measured here: cells passing quality filter;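 raw number of nuclei counted in each imaged well without normalization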
# IL1B NFkB pot cell count 2 µM – recorded beside IL1B NFkB pot, whose call it bears; cell count; measured here: cells passing quality filter
# An asterisk follows results filed as active; . = not tested or not shown; & = joins results of further samples. Only part of the results is shown, so the mix of outcomes need not match the whole.
SMILES	PLAP inhibitors HTS	IL1B NFkB inh cell count 2 µM	Bcl-B TR3 displacers	IL1B NFkB inh	MRP reversal cytotoxicity	IL1B NFkB pot cell count 2 µM	IL1B NFkB pot	MRP reversal	MRP reversal with doxorubicin
COC(=O)c1cc(Br)c(=O)n(-c2nccs2)c1	4%	72	0%	-1	94	72	1	3	90
CC1CCN(C(=O)C2CCN(C(=O)c3cc4sccc4n3Cc3ccc(F)cc3)CC2)CC1	-42%	106	-20%	3	69	106	-3	6	64
COc1ccc(C(=O)NCc2cn3ccsc3n2)cc1OC	-8%	147	-2%	-2	100	147	2	4	96
COC(=O)c1ccccc1NC1=C/C(=N\S(=O)(=O)c2cccs2)c2ccccc2C1=O	23%	128	-1%	-8	23	128	8	-18	41
COc1cc(/C=C(\C#N)C(=O)NCC2CCCO2)c([N+](=O)[O-])cc1OC (centres undefined)	10%	156	3%	-5	.	156	5	.	.
Cc1oc(-c2ccc(Cl)cc2)[n+]([O-])c1C	0%	182	10%	-7	102	182	7	6	96
CCN1C(=O)C(CC(=O)NCc2ccc(Cl)cc2)N(CC)C1=O (centres undefined)	-2%	100	-6%	-14	90	100	14	-2	93
Cc1csc2nc(CSc3ccc(Cl)cc3)cn12	-22%	117	-2%	-2	85	117	2	-6	91
COc1ccc(C(NC(=O)/C=C\c2ccco2)c2ccc(OC)c(OC)c2)cc1 (centres undefined)	-3%	166	3%	1	.	166	-1	.	.
CCOC(=O)N1CCN(C(=O)c2ccc3c(c2)sc2nc(-c4ccccc4)cn23)CC1	-14%	189	-7%	-11	.	189	11	.	.
CC(C)CC(=O)Nc1cc([N+](=O)[O-])ccc1Cl	8%	78	-4%	5	.	78	-5	.	.
COCC(=O)Nc1ccc(S(=O)(=O)Nc2cc(C)nc(C)n2)cc1	-28%	117	3%	-6	79	117	6	1	78
Cc1ccc(OCC(O)Cn2c(=N)n(Cc3ccccc3)c3ccccc32)cc1 (centres undefined)	-49%	154	-28%	-7	88	154	7	1	87
CCc1nc(SCC(N)=O)c2c(=O)n(C)c(=O)n(C)c2n1	-15%	49	-7%	-4	89	49	3	5	83
CCN1CCN(C(=O)CN(CCc2ccccc2)S(C)(=O)=O)CC1	-23%	213	3%	-5	108	213	5	7	101
COc1ccc(C)cc1NC(=O)C1CCC(CNc2c(N3CCOCC3)c(=O)c2=O)CC1 (centres undefined)	-14%	59	5%	-12	74	59	12	-4	78
Cc1ccc(C2C(C#N)=C(N)Oc3n[nH]c(-c4cccs4)c32)s1 (centres undefined)	8%	170	-2%	-22	79	170	22	-9	88
Cc1ccc(Nc2nc(=O)c3cccnc3s2)cc1	6%	152	-8%	-6	75	152	6	-4	78
O=c1cc(CO)oc(CN2CCN(c3ccccc3)CC2)c1O	4%	225	5%	-13	96	225	13	7	89
CCN(CC)c1nc(-c2ccc(Cl)cc2)cc(C(F)(F)F)c1C#N	-4%	168	-18%	-9	.	168	9	.	.
CCn1c2ccccc2c2cc(NC(=O)C3CCN(S(=O)(=O)c4cccs4)CC3)ccc21	-44%	.	-83%	.	21	.	.	-41	62
Cc1ccc(S(=O)(=O)NCCC(=O)OCn2nnc3ccccc3c2=O)cc1	7%	166	-2%	-1	85	166	1	-2	88
O=C(NCc1ccc2c(c1)OCO2)c1ccc2c(c1)C(=O)N(CC1CCCO1)C2=O (centres undefined)	-18%	93	-6%	0	90	93	0	-13	103
COc1ccccc1-c1noc(-c2ccco2)n1	2%	99	-1%	-2	88	99	3	-4	92
CCC(C)(C)n1nnnc1C(c1ccc(N(C)C)cc1)N1CCN(C2CCCCC2)CC1 (centres undefined)	-52%	215	-7%	3	83	215	-3	0	83
CC(C)N=C(NC#N)SCc1ccccc1	-7%	86	-4%	6	107	86	-6	5	101
O=Nc1c(O)n(Cc2ccc(Cl)cc2)c2ccccc12	-45%	123	6%	7	.	123	-7	.	.
COc1ccc(C(C(=O)NC2CCCC2)N(C(=O)c2snc(-c3ccc(F)cc3)c2N)c2cccc(F)c2)cc1 (centres undefined)	86%	116	1%	-14	.	116	14	.	.
O=C(NCC1CCCO1)c1ccc(CS(=O)(=O)c2c(Cl)cccc2Cl)o1 (centres undefined)	-10%	191	6%	8	89	191	-8	-6	95
COc1cc2c(cc1OC)C(c1cc3cc(OC)c(OC)cc3[nH]c1=O)N(C(=O)C1CC1)CC2 (centres undefined)	-51%	195	-21%	-45	99	195*	45*	14	86
CCOc1ccc(C(=O)N2CCC(C(=O)c3ccc4c(c3)OCCO4)CC2)cc1	-42%	93	22%	-9	93	93	9	2	91
CCCCCCNS(=O)(=O)c1ccc(OC)c(OC)c1	11%	129	5%	-35	111	129	35	2	109
CC(=O)c1c(N2CCN(C)CC2)[nH]c(-c2ccccc2)nc1=S	-32%	156	4%	14	71	156	-14	-5	76
COc1ccc(N2CCN(C(=O)CSc3nnc4n3C(C)(C)Cc3ccccc3-4)CC2)cc1	0%	139	10%	8	89	139	-8	12	78
COc1cc(C2C(C#N)=C(N)N(Nc3ccccc3)C3=C2C(=O)CC(C)(C)C3)ccc1OCc1cccc(F)c1 (centres undefined)	-21%	178	-6%	-10	.	178	10	.	.
COC(=O)c1ccc(NC(=O)CCN2CCCCC2)cc1	-6%&13%	133	-2%&-2%	1	94	133	-1	-5	99
CC(C)(C)C(=O)[C@@H]1[C@@H]2C(=O)N(c3ccc4c(c3)OCCO4)C(=O)[C@@H]2C2c3ccccc3C=CN21 (some centres undefined)	-24%	124	-11%	2	45	124	-2	14	31
CCc1ccc(C(=O)CSc2nc3ccccc3c(=O)[nH]2)cc1	-10%	202	-8%	7	.	202	-7	.	.
COC(=O)C(C)n1cnc2c(nnn2Cc2ccc(Cl)cc2)c1=O (centres undefined)	8%	137	-3%	-6	101	137	6	3	98
Cc1cccc(OCC(=O)OC2CCN(C)CC2)c1	.	109	.	-17	102	109	17	8	94
Cc1cc(C)c(-c2noc(C(=O)OC(C)(C)C)c2C(=O)OC(C)(C)C)c(C)c1	0%	.	0%	.	.	.	.	.	.
Cc1nc2nc(-c3cccnc3)[nH]n2c(=O)c1C	5%	127	-6%	-22	81	127	21	3	78
CCSCCOC(=O)C1=C(C)NC2=C(C(=O)CCC2)C1c1coc2ccccc2c1=O (centres undefined)	-5%	108	15%	-11	85	108	11	-2	87
CCOc1ccc(OCC)c(-c2c(=O)n(OCc3ccccc3Br)c3ccccc3[n+]2[O-])c1	-2%	166	6%	-21	.	166	21	.	.
Cc1cc(-n2ccnc2)n2c(nc3ccccc32)c1C#N	6%	.	27%	.	89	.	.	-11	99
COc1ccc(S(=O)(=O)Nc2ccc(N(C)C(C)=O)cc2)cc1	-16%	130	-3%	9	110	130	-9	13	97
CCCC(=O)NC(C)c1nc2ccccc2n1C(C)C (centres undefined)	-12%	.	-2%	.	94	.	.	5	89
CCOC(=O)C1CCCN(c2cc(=O)n(-c3ccccc3Cl)c(=O)[nH]2)C1 (centres undefined)	-23%	.	-1%	.	83	.	.	-9	93
CCOc1ccc(NC(=O)C(C)SC(N)=O)cc1 (centres undefined)	-37%	113	-6%	-24	98	113	24	2	96
Cc1ccsc1/C=C/c1ccc2cccc(O)c2n1	-34%	149	-56%	-3	18	149	3	-2	19
O=C(Cc1ccccc1)Nc1nc(=O)c2ccccc2s1	-16%	143	0%	-8	98	143	8	7	91
CCSc1n[nH]c(=O)[nH]c1=O	-7%	.	4%	.	94	.	.	5	88
Cc1ccc2nc(-c3ccc4c(c3)OCCO4)cc(C(=O)O)c2c1	-3%	134	-2%	-37	86	134	37	-2	88
CCOc1ccccc1NC(=O)N1CCC(n2nnc3cc(C)ccc32)CC1	-54%	.	2%	.	76	.	.	-2	78
COc1ccc(-c2cc(C(F)(F)F)nc(S(=O)(=O)CCC(=O)N3CCOCC3)n2)cc1	10%	132	-1%	6	.	132	-6	.	.
CCOC(=O)CCc1c(C)n(CC)c2cc(-c3ccccc3OC)nn2c1=O	6%	222	-1%	-3	100	222	3	1	99
Cc1cc(NC(=O)CSc2nnc(-c3cccnc3)n2C2CCCCC2C)no1 (centres undefined)	-2%	123	-12%	-1	78	123	1	23	54
CCn1c(SCC(=O)Nc2nc3ccccc3s2)nnc1-c1ccc(Br)cc1	-27%	153	5%	10	92	153	-10	6	86
CC1CN(C(=O)c2ccncc2)CC(C)O1 (centres undefined)	-3%	135	-2%	-14	92	135	14	1	91
NC(=O)C1CCN(C(=O)CCCCCn2c(=O)[nH]c3ccsc3c2=O)CC1	.	138	.	8	.	138	-8	.	.

# More structures.
SMILES	PLAP inhibitors HTS	IL1B NFkB inh cell count 2 µM	Bcl-B TR3 displacers	IL1B NFkB inh	MRP reversal cytotoxicity	IL1B NFkB pot cell count 2 µM	IL1B NFkB pot	MRP reversal	MRP reversal with doxorubicin
O=C1NC(c2cn(-c3ccccc3)nc2-c2cccs2)C(C(=O)c2cccnc2)C(O)(C(F)(F)F)N1 (centres undefined)	-23%	124	0%	-16	.	124	16	.	.
Cc1ccccc1NC(=O)/C=C/c1cccc(C(F)(F)F)c1	0%	165	-14%	-1	.	120	8	.	.
COCCn1nnnc1C(c1cc2c(C)cc(C)cc2[nH]c1=O)N1CCCCCC1 (centres undefined)	-87%	184	-4%	-31	61	184	31	-5	66
Cc1ccn(S(=O)(=O)c2ccc(C(C)(C)C)cc2)n1	9%	122	-12%	-15	47	122	15	3	45
COc1ccc(Cl)cc1NC(=O)CSc1nnc(-c2ccncc2)n1CC1CCCO1 (centres undefined)	-36%	162	-6%	4	74	162	-4	-5	79
CCN(CC)S(=O)(=O)c1cccc(C(=O)Nc2cccc(C)c2)c1	23%	160	10%	-10	25	160	10	-13	38
O=C(Oc1cccc2cccnc12)c1ccco1	.	115	.	-11	1	115	11	-67	68
CC(=O)C1=C(C)NC(=O)NC1c1ccccc1OCC(=O)NCCc1ccccc1 (centres undefined)	-5%	134	-1%	2	86	134	-2	-3	90
Cc1onc(-c2ccccc2)c1C(=O)N1CCC(C)CC1	.	142	.	-23	91	142	23	11	80
c1ccc(-c2nnc(SCc3nc4ccccc4[nH]3)n2Cc2ccco2)cc1	-41%	220	-12%	8	78	220	-8	-2	80
Cc1cc(C)nc(N2CCN(c3nnnn3-c3ccccc3)CC2)n1	1%	111	-4%	18	90	111	-18	4	86
CCn1ncc(Br)c1C(=O)Nc1sc2c(c1C(=O)OC)CCC2	.	159	.	2	88	159	-2	0	88
Nc1nc(SCC(=O)N2CCCc3ccccc32)[nH]c(=O)c1-c1ccccc1	-30%	152	2%	-13	70	152	13	1	69
c1ccc(CSc2ncnc3c2sc2nc(N4CCOCC4)c4c(c23)CCCC4)cc1	6%	148	-6%	4	.	148	-4	.	.
CC(=O)ON1C(C)(C)Cc2noc(N)c2C1(C)C	7%	.	-4%	.	103	.	.	37	66
COc1ccc(OCC(=O)NNC(=O)c2cccs2)cc1	-37%	136	-10%	-1	.	136	1	.	.
CCC(CC)n1[nH]c(=O)cc1N	.	103	.	10	111	103	-10	0	110

# Compound profiles, as listed above. Screens in order: PLAP inhibitors HTS	IL1B NFkB inh cell count 2 µM	Bcl-B TR3 displacers	IL1B NFkB inh	MRP reversal cytotoxicity	IL1B NFkB pot cell count 2 µM	IL1B NFkB pot	MRP reversal	MRP reversal with doxorubicin
# CCN(CC)S(=O)(=O)c1cccc(C(=O)Nc2cccc(C)c2)c1 is entered as 23%	160	10%	-10	25	160	10	-13	38
# CCn1ncc(Br)c1C(=O)Nc1sc2c(c1C(=O)OC)CCC2 is entered as .	159	.	2	88	159	-2	0	88
# c1ccc(CSc2ncnc3c2sc2nc(N4CCOCC4)c4c(c23)CCCC4)cc1 is entered as 6%	148	-6%	4	.	148	-4	.	.
# COc1ccc(OCC(=O)NNC(=O)c2cccs2)cc1 is entered as -37%	136	-10%	-1	.	136	1	.	.
